Assay outcomes: PubChem BioAssay, Sanford-Burnham Center for Chemical Genomics
MPTP inh = blocks calcium-induced mitochondrial swelling; isolated mouse mitochondria, Ca2+ swelling absorbance, 30 min; inhibition, % at 10 µM; hit rate 1.4% among 360,000; AID 602449;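 active means inhibition of 50% or more, scaled per plate between neutral and stimulator controls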;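 further: 0% = DMSO wells given calcium and 100% = 1 mM EGTA wells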
* = called active by the depositor. Only part of the results is shown; count on the stated rates, not on these rows.

SMILES	MPTP inh
COc1ccc(CN2C(=O)CSCC2(C)C(=O)Nc2c(C)cccc2C)cc1OC (stereo unspecified)	-1.2
COc1ccc(CN2C(=O)CCCC2(C)c2nc3ccccc3[nH]2)cc1 (stereo unspecified)	0.1
CCCCCNC(=O)C(c1ccncc1)n1c(=O)c(-c2ccccc2)nc2ccccc21 (stereo unspecified)	-2.2
CCN(CC)CCN1CCN(c2cnc(C)cn2)CC1	-0.6
O=C(COc1cccc(F)c1)Nc1nc(-c2ccccn2)cs1	-0.8
N#Cc1ccc(S(=O)(=O)N2CCCCC2c2cc(C(=O)Nc3cccc4c3CCCC4)no2)cc1 (stereo unspecified)	0.5
O=C(COC(=O)CSc1ccc(F)cc1)NC1CC1	-3.1
COc1ccc(-c2ccc3c(c2)c(Sc2ccccc2)c(-c2cc(OC)cc(OC)c2)n3C)cc1	-1.1
Cc1c(C(=O)NCc2ccc(Cl)c(Cl)c2)sc(=O)n1Cc1ccc(C(=O)N(C)C)cc1	-0.2
COc1cc(Cc2nc3ccccc3n2C(C)c2nc3ccccc3[nH]2)cc(OC)c1 (stereo unspecified)	0.1
CCOC(=O)N(C)C[C@@H]1OCc2ccccc2-c2c(n(C)c3ccccc23)C(=O)N([C@H](C)CO)C[C@H]1C	0.7
CCCCN1C(=O)C(CC(=O)NCCc2ccccn2)CC(C(=O)N2CCOCC2)=C1C (stereo unspecified)	-0.6
COC(=O)c1ccc2nc(-c3cccc(Cl)c3)c(CC3CCCCC3)n2c1	1.5
C=CCC[C@H](CCCCC)OC(=O)/C=C/[C@@H](O)[C@H](O)C[C@@H](O)CC=C	-0.2
Cc1ccc(S(=O)(=O)N2C[C@H]3[C@H]4C(=O)N(Cc5ccccc5)C(=O)[C@H]4CC(=O)[C@H]3[C@@H]2c2ccccc2Cl)cc1	1.0
CCc1nc2ccc(C(=O)NC3CCN(Cc4ccccc4)CC3)cn2c1N(C)Cc1ccc(N(C)C)cc1	1.0
CC1(C)CC(=O)C=C(c2ccc(COC(=O)/C=C/c3ccccc3)cc2)C1=O	-1.1
Cc1ccccc1-n1c(SCC(=O)NC2CC2)nc2ccccc2c1=O	-0.3
COc1ccc(NC(=O)C2(C)CCN2Cc2cccc(OC)c2OC)cc1OC (stereo unspecified)	1.4
CCNC(=O)C1(C)CCCN(C(=O)c2cc(-c3ccccc3)cs2)C1 (stereo unspecified)	0.2
CC(C)C1C(=O)N(Cc2cn(CCC3OCCCO3)nn2)CCS(=O)(=O)N1Cc1ccc(-c2ccc(F)nc2)cc1 (stereo unspecified)	0.8
Cc1ccc(C)c(NC(=O)CN(C)C(=O)c2ccc(COc3ccccc3)cc2)c1	0.6
Cn1nccc1-c1coc2c(C(=O)N3CCOCC3)cccc12	-0.1
O=C(C1CCCCC1)N1CCC2CC1c1cc(-c3ccc4c(c3)OCO4)ccc12 (stereo unspecified)	6.2
CN1C(=O)[C@H]2[C@@H](c3ccc(C(F)(F)F)cc3)N[C@]3(CCCN(Cc4ccco4)C3=O)[C@H]2C1=O	-0.4
CC(=O)NC(c1ccccc1)c1nc(-c2ccc3ccccc3c2)cs1 (stereo unspecified)	-1.1
CCOc1ccc(CCNC(=O)COC(=O)c2[nH]c(C)c(C(C)=O)c2C)cc1OCC	0.7
COc1ccccc1-c1cc2nc(NCc3cccc(Cl)c3)ccn2n1	0.3
CC(C)C(N)c1csc(Nc2cc(Oc3ccccc3)ncn2)n1 (stereo unspecified)	2.1
CCOc1ccc(CCN2C(=S)N([C@@H](CC(C)C)CN3CCC[C@@H]3CN3C(=S)NC[C@@H]3CC(C)C)C[C@@H]2Cc2ccc(O)cc2)cc1	2.0
O=C(NC(c1ccc(-c2ccccc2)cc1)c1cnccn1)C1CCN(CCCOc2ccccc2)CC1 (stereo unspecified)	1.8
CC(C)N(C)c1ncnc2c1ncn2[C@H]1CN(Cc2ccc3c(c2)OCO3)C[C@@H](CO)O1	0.4
CNC[C@H]1OCc2ccccc2-c2ccccc2C(=O)N([C@H](C)CO)C[C@H]1C	-0.9
CCCCc1ccc(-c2nn[nH]n2)nc1	0.4
CC(=O)Nc1cccc(-c2ccnc3c2CC(C)(C(=O)NCCC(F)(F)F)O3)c1 (stereo unspecified)	-0.3
COc1ccc(OC)c(NC(=O)Nc2nnc([C@H]3C[C@H](O)[C@@H](CO)O3)s2)c1	0.6
Cc1ccccc1CN1C(=O)CN(S(C)(=O)=O)CC1(C)C(=O)NCc1ccccc1 (stereo unspecified)	0.9
CC(=O)NC(c1cccc(F)c1)c1nc(-c2csc3ccccc23)cs1 (stereo unspecified)	-0.2
CSCCC(C(=O)Nc1c(C)cccc1C)N(Cc1ccccc1)Cc1ccccc1 (stereo unspecified)	0.9
CC1(C(=O)Nc2ccccc2)CCN1C(=O)C1(c2ccc(Cl)cc2)CC1 (stereo unspecified)	-1.2
Cc1cn([C@H]2C[C@H](O)[C@@H](CNCc3cccc(OC4CCCC4)c3)O2)c(=O)[nH]c1=O	-0.9
COc1ccc(-c2ccc(CN3C(C(C)C)C(=O)N(Cc4cn(CCC5OCCO5)nn4)CCS3(=O)=O)cc2)cc1 (stereo unspecified)	-1.5
C[C@@H]1ON(C)[C@H]2C[C@H]3c4[nH]c5ccccc5c4CCN3C[C@@H]12	-0.4
CCC(C)[C@H]1CNC(=O)C(=O)N1CCCCC1CCCCC1 (stereo partly specified)	-1.5
CC(C)CC1C(=O)N(Cc2cn(CCC3OCCO3)nn2)CCS(=O)(=O)N1Cc1ccc(-c2ccccc2)cc1 (stereo unspecified)	0.8
O=C(NC1CCCC1)C(c1ccco1)N1CCC(O)(c2ccc(Cl)cc2)CC1 (stereo unspecified)	3.7
CCOC1=C2CN(S(=O)(=O)c3ccc(C)cc3)[C@H](c3cccs3)C[C@H]2[C@H]2C(=O)N(c3ccccc3)C(=O)[C@H]2C1	0.7
CC1OC(CCc2cccc(Cl)c2)Cc2[nH]c(=S)[nH]c(=O)c21 (stereo unspecified)	-1.4
O=C(OCc1cn([C@@H]2CN(C(=O)c3cccs3)[C@@H](c3ccc(Cl)cc3)C[C@H]2O)nn1)c1ccccc1	-1.1
CC(C)(C)NC(=O)C(C1CC1)n1c(=O)c(-c2ccccc2)nc2ccccc21 (stereo unspecified)	1.2
O=C(NCc1ccco1)c1ccc2sc([C@@H]3O[C@H](CO)[C@@H](O)[C@H]3O)nc2c1	-0.5
CC1(C)CNC(=S)N1Cc1ccccc1	0.4
CC1C(=O)N(Cc2cn(CCC3OCCO3)nn2)CCS(=O)(=O)N1Cc1ccc(-c2ccncc2)cc1 (stereo unspecified)	-0.7
CC(=O)NC(C)(c1ccccc1)c1nc(/C=C/c2ccccc2)cs1 (stereo unspecified)	-0.2
COCCOC(=O)N1CCCCC1c1cc(C(=O)NCc2ccc(Cl)c(Cl)c2)no1 (stereo unspecified)	0.6
C[C@H]1CN([C@@H](C)CO)S(=O)(=O)c2ccc(Br)cc2O[C@H]1CN(C)C(=O)CN(C)C	-1.0
c1cncc(C2SCCCS2)c1	-1.1
Cc1ccc(Cn2cc(CN3CC(N4CCSCC4)CS3(=O)=O)nn2)cc1 (stereo unspecified)	0.0
CC(C)(C)n1nnnc1C(c1ccccc1)N1CCN(c2ncc(C(F)(F)F)cc2Cl)CC1 (stereo unspecified)	2.7
CCOC(=O)[C@]12CCC=C1N(Cc1ccco1)C(=O)[C@H](CC(=O)N1CCC(c3ccccc3)CC1)C2	-2.1

Going on with the list:
SMILES	MPTP inh
CN(C)C(=O)c1cccc(-c2cnc3c(NC=O)cc(-c4ccccc4Cl)cn23)c1	0.2
CCOC(=O)C1(C)CCN1C(=O)c1ccccc1C(F)(F)F (stereo unspecified)	-0.2
O=C(COC(=O)/C=C/c1ccc(Cl)cc1)NCc1cccs1	0.5
O=C(NC(Cc1c[nH]c2ccccc12)C(=O)O)OCC1c2ccccc2-c2ccccc21 (stereo unspecified)	0.1
O=C(Nc1cccc2cccnc12)c1ccc2sc([C@H]3C[C@H](O)[C@@H](CO)O3)nc2c1	-0.1
COC[C@H]1CCCN1c1ccc2c(c1)O[C@@H](COCc1ccccc1)CN([C@@H](C)c1ccccc1)S2(=O)=O	0.9
COc1ncnc2c1ncn2CCCN[C@H](C)c1cccc2ccccc12	-4.2
O=C1c2ccccc2-c2cc(Br)ccc2NC1O (stereo unspecified)	0.3
CC1(C(=O)NS(=O)(=O)c2ccccc2)CCN1C(=O)CC(c1ccccc1)c1ccccc1 (stereo unspecified)	-0.9
CN(Cc1ccccn1)C(=O)c1cc(COc2ccc(F)cc2Cl)on1	-0.6
C[C@@H]1CN([C@@H](C)CO)S(=O)(=O)c2ccc(Br)cc2O[C@@H]1CN(C)C(=O)c1ccc(F)cc1	-1.5
O=C1NC[C@H](CCCCN2C[C@H](Cc3ccc(O)cc3)N(CC3CCCCC3)C(=O)C2=O)N(CCc2ccc(O)cc2)C1=O	1.0
NC(Cc1ccc(Cl)cc1)c1csc(Nc2cc(Oc3ccccc3)ncn2)n1 (stereo unspecified)	5.6
CC(C)(C)NC(=O)C(c1ccnc2ccccc12)n1c(=O)c(-c2cc3ccccc3[nH]2)nc2ccccc21 (stereo unspecified)	1.3
O=CN1CCN(C(=O)Cc2ccc(Cl)cc2)CC1	0.0
CCc1ccc(OC2(C)CCN(Cc3ccccc3OC(F)F)C2)cc1 (stereo unspecified)	1.1
C[C@@H]1CN([C@H](C)CO)C(=O)CCCn2cc(nn2)CO[C@H]1CN(C)C(=O)Nc1cccc(C(F)(F)F)c1	-0.3
CC(C)=NNc1cnnc2ccc([N+](=O)[O-])cc12	2.0
CCOC1=C2[C@@H](CN(S(=O)(=O)c3ccc(C)cc3)[C@H]2c2ccccc2Cl)[C@H]2C(=O)N(C(C)(C)C)C(=O)[C@H]2C1	3.3
Clc1cccc(Cc2c(-c3cccc(Cl)c3)nc3ccc(Br)cn23)c1	0.8
O=C(Nc1ccc2c(c1)CCO2)Nc1nnc([C@H]2C[C@H](O)[C@@H](CO)O2)s1	0.7
C=C1C(=O)[C@]23C[C@H]1CCC2[C@]1(C)CCC[C@@](C)(C(=O)O)C1C[C@@H]3O (stereo partly specified)	-0.2
C[C@@H]1CN([C@@H](C)CO)C(=O)CCCn2nncc2CO[C@@H]1CN(C)S(=O)(=O)c1ccccc1C#N	0.5
C[C@H](CO)N1C[C@H](C)[C@@H](CN(C)Cc2ccc(-c3ccccc3)cc2)Oc2ncc(C#C[C@@H](C)O)cc2C1=O	-1.0

Two entries from above, with bars between the fields.
Compound | MPTP inh
Clc1cccc(Cc2c(-c3cccc(Cl)c3)nc3ccc(Br)cn23)c1 | 0.8
C=C1C(=O)[C@]23C[C@H]1CCC2[C@]1(C)CCC[C@@](C)(C(=O)O)C1C[C@@H]3O (stereo partly specified) | -0.2

Next section.
SMILES	MPTP inh
CCc1nc2ccc(C(=O)NCCOc3ccc(OC)cc3)cn2c1N(C)Cc1nccn1C	-1.5
C[C@@H]1CN([C@@H](C)CO)C(=O)CCCn2nncc2CO[C@H]1CN(C)C(=O)CCC(F)(F)F	-0.3
O=C(c1ccc(F)cc1)N1CCN(S(=O)(=O)c2ccc3c(c2)OCCO3)CC1	-0.7
Cc1ccc(OCc2cc(C(=O)N(C)Cc3cnn(C)c3)no2)cc1C	0.5
C[C@H]1Cn2cnc(C(=O)N[C@@H](Cc3c[nH]c4ccccc34)C(=O)OC(C)(C)C)c2C(=O)N1	0.7
CC1Cc2[nH]c(=S)[nH]c(=O)c2C(C)O1 (stereo unspecified)	-0.5
Cc1cc(C(=O)N2CCC2(C)C(=O)NCc2cccc3ccccc23)nn1C (stereo unspecified)	0.4
Cc1ccc(-n2c(=O)c3c(c4cc(C)ccc4n3C)n(CC(=O)NCC3CCCO3)c2=O)cc1 (stereo unspecified)	-0.1
N=c1c2ccccc2nc2n1CCCCC2	1.0
CC1(C(=O)NCc2ccccc2)CN(S(C)(=O)=O)CC(=O)N1CCc1ccccc1 (stereo unspecified)	0.3
COc1cc(/C=C2/SC(=S)N(CCC(=O)N3CCN(C)CC3)C2=O)cc(OC)c1OC	-0.1
CCOC(=O)C1=CCN(S(=O)(=O)c2ccc(C)cc2)C1c1ccc(Cl)cc1 (stereo unspecified)	-0.4

Structures above containing two or more sulfur atoms:
SMILES	MPTP inh
CCOc1ccc(CCN2C(=S)N([C@@H](CC(C)C)CN3CCC[C@@H]3CN3C(=S)NC[C@@H]3CC(C)C)C[C@@H]2Cc2ccc(O)cc2)cc1	2.0
CC(=O)NC(c1cccc(F)c1)c1nc(-c2csc3ccccc23)cs1 (stereo unspecified)	-0.2
CCOC1=C2CN(S(=O)(=O)c3ccc(C)cc3)[C@H](c3cccs3)C[C@H]2[C@H]2C(=O)N(c3ccccc3)C(=O)[C@H]2C1	0.7
c1cncc(C2SCCCS2)c1	-1.1
Cc1ccc(Cn2cc(CN3CC(N4CCSCC4)CS3(=O)=O)nn2)cc1 (stereo unspecified)	0.0
COc1cc(/C=C2/SC(=S)N(CCC(=O)N3CCN(C)CC3)C2=O)cc(OC)c1OC	-0.1

(next part)
SMILES	MPTP inh
CC(C)Nc1ncnc2c1ncn2[C@H]1CN(Cc2ccc(-c3ccccc3)cc2)C[C@@H](CO)O1	0.8
COc1ccc(NC(=O)c2sc(=O)n(Cc3ccccc3C#N)c2C)cc1OC	-0.1
COCCNc1nc(Oc2cccc3ccccc23)c2sccc2n1	0.3
Cc1ccsc1C(=O)N1CCCCCC1(C)C(=O)NCC(C)C (stereo unspecified)	0.9
COc1cc(Cn2c3ccc(NC(=O)CC(C)C(F)(F)F)cc3c(=O)n2C)ccc1F (stereo unspecified)	2.8
CCOC(=O)[C@]12CCCC=C1N(Cc1cccc3ccccc13)C(=O)[C@H](CC(=O)NCc1ccccc1)C2	0.4
CC(C)Cc1nnc(NS(=O)(=O)c2ccccc2)s1	0.6
CC(C)C[C@@H]1COc2cccc(N(C)CCO)c2S(=O)(=O)N1	-1.3

In a second layout: results already given.
smiles | MPTP inh
COCCNc1nc(Oc2cccc3ccccc23)c2sccc2n1 | 0.3
Cc1ccsc1C(=O)N1CCCCCC1(C)C(=O)NCC(C)C (stereo unspecified) | 0.9
COc1cc(Cn2c3ccc(NC(=O)CC(C)C(F)(F)F)cc3c(=O)n2C)ccc1F (stereo unspecified) | 2.8
